Screens from PubChem.
RMI-FANCM inh: inhibitors of human RMI core complex binding to FANCM MM2. Fluorescence polarization, RMI core complex with F-MM2 peptide; hits give low values. FP signal (polarization) at 33 µM. 0.58% of 70,000 active. AID 1159607; in the data active = FP signal below about 40; note: inactives centre near 61; strong numbers were not always called active; unit not given here
Active calls of the source: *; & = joins results of further samples. These rows are one share of the data; count on the stated rates, not on these rows.

SMILES	RMI-FANCM inh
NC(C(=O)O)C(O)C(=O)O (stereo unspecified)	64
CCOc1ccccc1NC(=O)Cc1cc(=O)oc2cc(C)ccc12	65
COc1cccc(NC(=O)c2oc3ccccc3c2NC(=O)c2ccc(C(C)(C)C)cc2)c1	73
CCOc1ccc(N=C2NC(=O)C(CC(=O)NC(N)=O)S2)cc1 (stereo unspecified)	64
O=S(=O)(NCCOc1ccc(F)cc1)c1ccccc1C(F)(F)F	60
COc1ccc(Oc2ccc(C(F)(F)F)cc2NC(=O)CC(CC(=O)O)c2ccccc2)cc1 (stereo unspecified)	55
O=S(=O)(NCc1ccccn1)c1ccc(Oc2ccccc2Cl)cc1	75
Cc1nn(-c2nc(-c3ccc(F)cc3)cs2)c(C)c1CCC(=O)O	64
CN(C)c1ccc(C2N(Cc3ccccc3)CCN2Cc2ccccc2)cc1	60
CS(=O)(=O)NCC(c1ccco1)N1CCc2ccccc2C1 (stereo unspecified)	55
CCOC(=O)Cn1c(-c2ccco2)nc(-c2ccccc2)c1-c1ccccc1	54
CC1=C(C(=O)OCc2ccccc2)C(c2ccccn2)n2nnnc2N1 (stereo unspecified)	57
CCN1C(=O)Cc2cc(NC(=O)c3ccccc3F)ccc21	69
CCSc1ccccc1NC(=O)C1COc2ccccc2O1 (stereo unspecified)	65
CCOC(=O)N1CCC(NC(=O)Cc2csc(Nc3cccc(Cl)c3)n2)CC1	64
Cc1cccc(-n2ncc3c(=O)n4c(nc32)SCC4CC(=O)NCCCn2ccnc2)c1 (stereo unspecified)	66
CCN=C1SC(CC(=O)Nc2ccccc2SC)C(=O)N1CC (stereo unspecified)	58
CCOc1ccc(NC(=O)CCSc2nc3c(c(CC)c2C#N)C(=O)CC(C)(C)C3)cc1	76
O=C(Cn1cnc(-c2ccccc2)cc1=O)N1CCN(c2cccc(C(F)(F)F)c2)CC1	66
O=C(Nc1ccccc1[N+](=O)[O-])C1CCCN(c2ccc(-c3ccccc3)nn2)C1 (stereo unspecified)	61
Cc1nc2scc(C)n2c(=O)c1NC(=O)Cc1ccc(Br)cc1	65
C=C(c1ccccc1)c1ccc(OC)cc1	49
C#CC(CC)(CC)NC(=O)NCCCCCCNC(=O)NC(C#C)(CC)CC	53
CC1=NN(c2ccccc2)C(=O)/C1=C1/SC(C(=O)c2ccccc2)=NN1c1ccccc1	60
C=CCN1C(=O)C(C)(C)COc2ccc(NS(=O)(=O)CCc3ccccc3)cc21	68
CC1(C)COc2ccc(NC(=O)c3ccco3)cc2NC1=O	65
COc1cc2ccccc2cc1C(=O)N(CCN(C)C)c1nc2c(OC)ccc(OC)c2s1	128
Nc1nc(-c2ccc(Cl)cc2)nc2sc3c(c12)CCCCC3	56
CC(=O)CC(c1ccc([N+](=O)[O-])cc1)c1c(O)c2ccccc2oc1=O (stereo unspecified)	59
C#CCn1c(=NC(=O)CSCC(=O)N2CCOCC2)sc2cc(Cl)ccc21	64
CC(C)(C)c1ccc(-c2noc(C(=O)NNC(=S)Nc3cccc(C(F)(F)F)c3)n2)cc1	58
Cc1ccc(NC(=O)c2cc(C)nn2C)c(C(=O)c2ccccc2)c1	71
COc1cccc(-c2nc(Cn3c(=O)n(C(C)C)c(=O)c4ccccc43)c(C)o2)c1OC	58
Cc1c(C#N)c(Sc2ccccc2NC(=O)c2cccs2)nc2ccccc12	56
C=CCn1c(=NC(=O)C2COc3ccccc3O2)sc2cc(S(N)(=O)=O)ccc21 (stereo unspecified)	72
CSc1ccccc1NC(=O)c1cc(C)no1	62
Cc1ccc2sc(N(CCCN(C)C)C(=O)c3ccc(S(=O)(=O)N(C)C4CCCCC4)cc3)nc2c1C	118
O=C(Nc1nc2c(s1)CCc1ccccc1-2)c1nc2ccccc2s1	58
Nc1nc(SCC(=O)Nc2nsc(-c3ccccc3)n2)n[nH]1	75
CCOc1cc(S(=O)(=O)N2CCOCC2)c(C)cc1C	62
CCCCC(=O)c1ccc2c(c1)Cc1cc(CCc3ccc(Br)cc3)ccc1-2	52
O=C(NCCOc1ccccc1)c1ccc(F)cc1	60
Clc1ccc(-c2ccn[nH]2)cc1	58
COC(=O)Nc1ccc(S(=O)(=O)N2CCN(C)CC2)cc1	60
CCOC(=O)C(C(=O)O)c1ccccc1 (stereo unspecified)	57
O=C1NC(=S)NC(=O)C1=Cc1nc(-c2cccc([N+](=O)[O-])c2)n2ccccc12	63
Cc1c(OCC(=O)Nc2ccc(Cl)cc2C(=O)c2ccccc2Cl)ccc2c1OC(C)(C)CC2=O	66
O=C(Nc1ccc(Cl)cc1)Nc1nc(-c2cc(Cl)sc2Cl)cs1	56
CN(C)CCNN	69
O=C1CCc2cc(NS(=O)(=O)c3ccc(F)c(Cl)c3)ccc2N1Cc1ccccc1	62
O=S(=O)(c1ccc(F)cc1)N1CN(Cc2ccccc2)c2nc3ccccc3nc21	65
CCOC(=O)N1CCN(C(=O)CSc2ccc(NC(=O)C3CC3)nn2)CC1	67
CC(C)N1CCC(CNC(=O)c2ccc(F)c(F)c2)CC1	76
CCOC(=O)c1sc(NC(=O)c2cc(-c3ccccc3)nc3ccccc23)cc1C	67
O=C(O[C@H]1[C@H](Oc2ccccc2COC(=O)C2(O)C=CCCC2=O)O[C@H](CO)[C@@H](O)[C@@H]1O)c1ccccc1 (stereo partly specified)	61
COCCNC(=O)C(=O)NCC1CCN(C(C)C)CC1	71
O=C(Oc1c(CN2CCOCC2)cc(Cl)c2cccnc12)c1cccs1	61
CC1CCc2c(sc(NC(=O)CSc3ccc(Cl)cc3)c2C(N)=O)C1 (stereo unspecified)	108
COc1ccc(-c2ccc(N3CCCC(C(=O)NCC4CCCO4)C3)nn2)cc1 (stereo unspecified)	60
CC(C)(C)NC(=S)N/N=C1\CCCc2occc21	49

Retrieved one by one from the list above, 2 records:
SMILES	RMI-FANCM inh
COc1ccc(Oc2ccc(C(F)(F)F)cc2NC(=O)CC(CC(=O)O)c2ccccc2)cc1 (stereo unspecified)	55
O=S(=O)(c1ccc(F)cc1)N1CN(Cc2ccccc2)c2nc3ccccc3nc21	65

Following part:
SMILES	RMI-FANCM inh
O=C(Nc1ccc(N2CCCS2(=O)=O)cc1)c1cccs1	55
CSc1cccc(NC(=O)Cn2ncn3nc4c(c3c2=O)CCCC4)c1	57
CCSc1ccccc1C(=O)N1CCN(Cc2nc(C3CC3)cs2)CC1	60
Cn1c(-c2ccc(F)cc2)[n+](C)c2ccccc21	66
CC(=O)c1cc(-c2c(Cl)cccc2Cl)no1	61
O=C1N(Cc2ccc(F)cc2)c2ccccc2S(=O)(=O)N1Cc1ccc(F)cc1	64
O=C(NCc1ccc2c(c1)OCO2)C(=O)Nc1ccc2c(c1)OCCO2	55
COCCn1c(-c2ccccc2F)nc2c(c(=O)c3ccccc3n2C)c1=O	64
O=C(Nc1nc(-c2ccc3c(c2)OCO3)cs1)c1ccc(N2C(=O)CCC2=O)cc1	75
O=C1OC([C@@H](O)CO)[C@H](O)[C@@H]1O (stereo partly specified)	54
C=CCNC(=O)C(=O)NCc1ccsc1	68
Nn1c(C(=O)NCc2cccnc2)nc2ccccc2c1=O	51
Cc1cccc(NC(=O)C2COc3ccccc3O2)n1 (stereo unspecified)	57
O=S(=O)(c1ccc(Cl)s1)N1CCN(c2ccc(-c3cccnc3)nn2)CC1	76
CCOC(=O)c1c(SCC(=O)c2ccc(C)cc2)nc(=O)[nH]c1C	63
CCC(=O)Nc1ccc(SC)nn1	58
Cc1sc2ncnc(N3CCN(Cc4ccccc4)CC3)c2c1-c1ccc(Cl)cc1	74
O=C(NCCCN1CCN(c2ccccc2)CC1)c1ccc(C(F)(F)F)cc1	63
Cn1nc(-c2ccc(Br)s2)c(Br)c1C(F)(F)F	63
O=C(Cc1ccccc1)NCC(=O)N/N=C\c1ccc(Cl)cc1	62
Cc1cc2ccccc2n1CCNC(=O)Nc1c[nH]c2ccccc12	55
Cc1ccc(OCC2NCCS2)cc1[N+](=O)[O-] (stereo unspecified)	64
COc1ccc(Cl)cc1NC(=O)C(=O)NCC(=O)N1CCOC(c2ccccc2)C1 (stereo unspecified)	77
CCOC(=O)Cc1csc(NC(=O)CSc2nnc(C)s2)n1	58
COc1ccc(OC)c(-c2nnc(NC(C)=O)o2)c1	66
CCOC(=O)c1scc(-c2ccc(C)cc2)c1S(=O)(=O)N1CCN(c2ncccn2)CC1	60
Cc1ccc(S(=O)(=O)N2CCCC2CNC(=O)C(=O)Nc2ccc(F)cc2)cc1 (stereo unspecified)	85
O=C(CCn1nnc2ccccc21)N/N=C\c1c(O)ccc2ccccc12	53
O=C(O)c1cc(NC(=O)C2CCN(c3nccc(C(F)(F)F)n3)CC2)ccc1N1CCOCC1	60
c1sc(C23CC4CC(CC(C4)C2)C3)nc1C12CC3CC(CC(C3)C1)C2	64
O=c1c(=O)n(-c2cccc3ccccc23)ccn1Cc1ccccc1	55
COc1ccc(NC(=O)CSc2n[nH]c(=O)c3cc(-c4ccc(F)cc4)nn23)c(OC)c1	63
CCOc1cc(-c2ccc(C)cc2)nc2ccc(C(=O)NCc3cccs3)cc12	76
O=c1nc(SCc2ccc(Br)cc2)c2c(n1Cc1ccccn1)CCC2	53
O=C(NCCCN1CCOC(c2ccccc2)C1)C(=O)Nc1ccc2c(c1)OCCO2 (stereo unspecified)	71
Cn1ccc(C(=O)Nc2ccccc2-c2nc3ccccc3[nH]2)n1	71
Cc1nc(N=Nc2ccc(S(=O)(=O)O)cc2S(=O)(=O)O)c(COP(=O)(O)O)c(C=O)c1O	51
O=C(CN1CCOCC1)N/N=C\c1ccc(O)cc1	60
N/C(=N/OC(=O)Nc1ccc(OC(F)(F)F)cc1)c1cc(Cl)c(N)c(Cl)c1	93
O=C(Nc1ccccc1)Nn1cnnc1	55
O=C(Nc1cccnc1)c1csc2nc(-c3ccccc3)cn12	67
CSCc1csc(NC(=O)c2ccc(S(=O)(=O)N3CCOCC3)cc2)n1	56
COc1cc(OC)cc(-c2noc(CSc3nc4ccsc4c(=O)n3Cc3ccccc3)n2)c1	100
Clc1ccc(COC(Cn2ccnc2)c2ccc(Cl)cc2Cl)cc1 (stereo unspecified)	64&50&58
COc1cccc(N2CC(C(=O)Nc3nnc4n3CCS4)CC2=O)c1 (stereo unspecified)	59
Cc1c(C)c(C)c(CSCC(=O)NNS(=O)(=O)c2ccc(F)cc2)c(C)c1C	52
CCOC(=O)c1ccc(NC(=O)CSc2ncnc3c2nnn3-c2ccc(OC)cc2)cc1	82
COc1ccc(OC)c(S(=O)(=O)N2CCC(c3nnc(-c4ccco4)s3)CC2)c1	60
Clc1ccc(Cl)c(Cl)c1Cl	55
O=C(O)c1ccc(CNS(=O)(=O)c2ccc(Cl)c(C(F)(F)F)c2)cc1	73
Cc1cc(C(=O)NNCc2ccccc2)no1	50
CCOc1ccccc1-c1noc(Cn2c(=O)n(CCCOC)c(=O)c3ccccc32)n1	61
Cc1ccc(S(=O)(=O)N2CCC(C(=O)Nc3c4c(nn3C)CCC4)CC2)cc1	64
OC(CN1CCN(C2c3ccccc3-c3ccccc32)CC1)c1ccccc1 (stereo unspecified)	79
CC(Oc1cc(O)c2c(=O)cc(-c3ccccc3)oc2c1)C(=O)O (stereo unspecified)	59
CC(=O)C(C)(C)OC(=O)N1CCSCC1	57
COc1ccc(-c2nc(S(=O)(=O)c3ccccc3)c(N3CCN(C)CC3)o2)cc1	62
Nc1ncnc(Cl)c1N	17*
CO[C@@]1(NC(=O)C2SC(=C(C(N)=O)C(=O)O)S2)C(=O)N2C(C(=O)O)=C(CSc3nnnn3C)CS[C@@H]21 (stereo partly specified)	61
O=C(CCCn1nc(-c2ccco2)ccc1=O)Nc1cc(F)ccc1F	68
The list continues.
SMILES	RMI-FANCM inh
CCOC(=O)N1CCN(C(=O)c2csc(Nc3ccc(OC(F)F)cc3)n2)CC1	62
COc1ccc(S(=O)(=O)Oc2ccccc2NC(C)=O)cc1C	59
C/C(=N/Nc1nc2c(c(=O)n(C)c(=O)n2C)n1C)c1cccs1	55
CCOc1ccc(NC(=O)C(=O)NCc2cccs2)cc1	52
CCOc1ccc(S(=O)(=O)c2cnc(SCC(=O)Nc3cccc(Cl)c3)[nH]c2=O)cc1	65
S=C(NC1Cc2ccccc2C1)N1CCCC1	66
NC1CCCCC1N1C(=O)CSC1=O (stereo unspecified)	66
COc1cc(Cl)c(C)cc1NC(=O)c1cccs1	64
COc1cc(C=N/C(C#N)=C(/C#N)NCC(C)(C)C)cc(Br)c1O	188
O=C1NC(=S)N/C1=C\C=C\c1ccccc1	63
CCOc1ccc(C(=O)NCCn2nc(-c3cccs3)ccc2=O)cc1	54
CC(C)(C)C(=O)N1CCc2ccc(NC(=O)COc3ccccc3F)cc21	74

Filtered by structure: those above containing a thiophene ring, fused or not (18)
SMILES	RMI-FANCM inh
Nc1nc(-c2ccc(Cl)cc2)nc2sc3c(c12)CCCCC3	56
Cc1c(C#N)c(Sc2ccccc2NC(=O)c2cccs2)nc2ccccc12	56
O=C(Nc1ccc(Cl)cc1)Nc1nc(-c2cc(Cl)sc2Cl)cs1	56
CCOC(=O)c1sc(NC(=O)c2cc(-c3ccccc3)nc3ccccc23)cc1C	67
O=C(Oc1c(CN2CCOCC2)cc(Cl)c2cccnc12)c1cccs1	61
CC1CCc2c(sc(NC(=O)CSc3ccc(Cl)cc3)c2C(N)=O)C1 (stereo unspecified)	108
O=C(Nc1ccc(N2CCCS2(=O)=O)cc1)c1cccs1	55
C=CCNC(=O)C(=O)NCc1ccsc1	68
O=S(=O)(c1ccc(Cl)s1)N1CCN(c2ccc(-c3cccnc3)nn2)CC1	76
Cc1sc2ncnc(N3CCN(Cc4ccccc4)CC3)c2c1-c1ccc(Cl)cc1	74
Cn1nc(-c2ccc(Br)s2)c(Br)c1C(F)(F)F	63
CCOC(=O)c1scc(-c2ccc(C)cc2)c1S(=O)(=O)N1CCN(c2ncccn2)CC1	60
CCOc1cc(-c2ccc(C)cc2)nc2ccc(C(=O)NCc3cccs3)cc12	76
COc1cc(OC)cc(-c2noc(CSc3nc4ccsc4c(=O)n3Cc3ccccc3)n2)c1	100
C/C(=N/Nc1nc2c(c(=O)n(C)c(=O)n2C)n1C)c1cccs1	55
CCOc1ccc(NC(=O)C(=O)NCc2cccs2)cc1	52
COc1cc(Cl)c(C)cc1NC(=O)c1cccs1	64
CCOc1ccc(C(=O)NCCn2nc(-c3cccs3)ccc2=O)cc1	54
